NPYLR7 agonist – mosquito NPYLR7 agonism. HEK293T NPYLR7/Galpha15, GCaMP6s calcium fluorescence. activation, % at 10 µM. 0.15% of 270,000 active; in the data active means activation above about 40%;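 further: 0% = vehicle and 100% = reference agonist at the receptor; some compounds past the cut are filed as inactive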
hcGAS inh – inhibitors of human cGAS; recombinant h-cGAS, ATP depletion, Kinase-Glo luminescence; 0.081% of 290,000 active; inhibition, % at 12.5 µM; AID 1259398; Q8N884;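 further: 0% = vehicle reaction and 100% = reaction without DNA for no activity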
Target sequence (Q8N884 whole entry, looked up): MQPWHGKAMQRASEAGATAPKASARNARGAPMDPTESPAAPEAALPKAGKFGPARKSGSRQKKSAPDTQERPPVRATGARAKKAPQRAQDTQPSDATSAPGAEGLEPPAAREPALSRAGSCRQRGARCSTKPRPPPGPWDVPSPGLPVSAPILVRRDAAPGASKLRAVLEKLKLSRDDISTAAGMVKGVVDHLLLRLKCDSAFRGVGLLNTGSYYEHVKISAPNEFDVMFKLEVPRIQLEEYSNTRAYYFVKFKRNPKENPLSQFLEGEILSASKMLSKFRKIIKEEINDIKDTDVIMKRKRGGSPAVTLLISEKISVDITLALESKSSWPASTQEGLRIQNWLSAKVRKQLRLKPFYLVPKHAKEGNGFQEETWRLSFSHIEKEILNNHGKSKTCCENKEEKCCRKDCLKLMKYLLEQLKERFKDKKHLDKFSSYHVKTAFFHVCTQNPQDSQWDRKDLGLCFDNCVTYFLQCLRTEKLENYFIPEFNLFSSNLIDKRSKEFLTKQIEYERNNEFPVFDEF
mcGAS lum – inhibitors of mouse cGAS | 0.15% of 160,000 active | inhibition, % at 12.5 µM | AID 1259399 | Q8C6L5 | recombinant cGAS, Kinase-Glo ATP depletion luminescence;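 further: 0% = negative control wells and 100% = reference inhibitor with no enzyme activity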
Numbers without * were called inactive; · = no result given; & = joins results of further samples; ! = repeats disagree. Unless noted, no stated cut-off is given here; in the data, active means inhibition above about 40%; inactive means the rest.

Each structure is followed by: NPYLR7 agonist, hcGAS inh, mcGAS lum
- CCOC(=O)C1(C)CCN1C(=O)c1cccc(Cl)c1 (centres undefined)
→ -1, -6, ·
- CCC(C)NC(=O)CN1CCCCC1CC (centres undefined)
→ 20, -12, ·
- CC(C)S(=O)(=O)N(C)C(=O)CC1C=CCC1 (centres undefined)
→ -2, -17, ·
- C=C(NN=c1sc2ccccc2n1C)c1ccccn1
→ -6, -3, ·
- COCCOc1cccn2c(N(C)C(=O)C3CCCCC3)c(C)nc12
→ 10, -5, -3
- Cc1cccnc1NC(=O)Nc1ccc(N2CCCN(C)CC2)cc1
→ -3&2, -6&-11, -9
- CCC(c1cccnc1)N(C)Cc1ccccc1C(=O)O (centres undefined)
→ 3, -1, -18
- CC1CC(=O)c2cn3nc(-c4ccccc4)nc3nc2C1 (centres undefined)
→ -1, -4, -6
- CC(NC(C(=O)N(C)C)c1ccccc1)C1CC2CCC1C2 (centres undefined)
→ 0, -17, -7
- Cc1ccc(CNC(=O)COC(=O)c2ccc3c(c2)CCC(=O)N3)cc1
→ 13, -17, -4
- CCOc1ccc(-c2ccnc(N3CCN(C(=O)C=C(C)C)CC3)n2)cc1
→ 5, -6, -6
- Cc1ccn2c(NC(C)(C)C)c(-c3ccccc3F)nc2c1
→ -5, -3, -1
- CCC(C)N(Cc1cc(Cl)ccc1OS(=O)(=O)c1ccc(NC(C)=O)cc1)C(=O)COC (centres undefined)
→ -8, 5, 0
- CCCc1[nH]n(-c2ccc(F)cc2)c(=O)c1C1=C([n+]2ccc(C)c(C)c2)C(=O)N(C(C)C)C1=O
→ -9, -12, -11
- Cc1ccccc1NC1=C([N+](=O)[O-])CS(=O)(=O)C1
→ 2, -5, ·
- CN(CC1CCN(CCc2ccc(F)cc2)CC1)C(=O)CC1CCS(=O)(=O)C1 (centres undefined)
→ 10, -12, ·
- Cc1cccc(Nc2ccc(N3CCN(S(C)(=O)=O)CC3)nn2)n1
→ 17, -8, ·
- CCOc1ccc(-n2nnc3c(=O)[nH]cnc32)cc1
→ -10, -11, ·
- COC(=O)[C@@H]1C[C@@H](N(C)C)CN1Cc1ccccc1-c1ccccc1
→ 7, -6, -17
- Cn1nc(C(=O)N(c2ccccc2)c2ccccn2)c2ccccc2c1=O
→ 5, -4, ·

Next section, starting with the last four of the part before.
Each structure is followed by: NPYLR7 agonist, hcGAS inh, mcGAS lum
- Cc1cccc(Nc2ccc(N3CCN(S(C)(=O)=O)CC3)nn2)n1
→ 17, -8, ·
- CCOc1ccc(-n2nnc3c(=O)[nH]cnc32)cc1
→ -10, -11, ·
- COC(=O)[C@@H]1C[C@@H](N(C)C)CN1Cc1ccccc1-c1ccccc1
→ 7, -6, -17
- Cn1nc(C(=O)N(c2ccccc2)c2ccccn2)c2ccccc2c1=O
→ 5, -4, ·
- CCOC(=O)N1CCN(C2CCCN(C(=O)c3cnc4ccccn4c3=O)C2)CC1 (centres undefined)
→ 5&1, -9&-9, ·
- CCN1CCN(Cc2nc3c(c(=O)n(C)c(=O)n3C)n2Cc2cccc3ccccc23)CC1
→ -1, -6, -9
- COC(=O)C(c1ccccc1F)C1C=CC(NC(=O)c2ccc(-c3ccccc3)cc2)C1 (centres undefined)
→ 4, -5, -4
- Cc1oc(-c2ccco2)nc1CSCC(=O)N1CCC(C)CC1
→ 5, -9, ·
- Cc1c(C(=O)NCc2ccc(F)cc2)sc(=O)n1Cc1ccc(C(=O)c2ccccc2)cc1
→ 10, -4, ·
- CCOCCOC(=O)C1=C(C)NC2=C(C(=O)CCC2)C1c1ccc(OC)c(OC)c1 (centres undefined)
→ 1, -3, -4
- COc1cccc(CN2CCC2(C)C(=O)NCCNC(C)=O)c1OC (centres undefined)
→ 6, -11, ·
- O=C(NCCN1CCCCCC1)C1CCCN(S(=O)(=O)N2CCCC2)C1 (centres undefined)
→ 27, -9, ·
- OCCN(CCO)c1nc(N2CCCCC2)c2nc(N(CCO)CCO)nc(N3CCCCC3)c2n1
→ 75*!, 1&0&1&0, -3&-2
- CC(=O)c1ccccc1NC(=O)CCN1CCSCC1
→ 1, -9, -19
- COCCN(Cc1csc(COc2cc(C)cc(C)c2)n1)C(=O)c1cccc(Br)c1
→ 3, -2, -7
- COc1ccc(C(=O)NC(=O)Nc2cc(C)ccn2)cc1
→ -18, -1, ·
- Cc1ccc(C2=NC3(CCCC3)NC2=S)cc1
→ -2, 3, ·
- CCCCC(=O)Nc1nc(-c2cc(C)ccc2C)cs1
→ 5, -8, -5
- CC(C)(CN1CCCCCC1)Nc1ccncn1
→ ·, -14, -6
- O=c1c2sccc2ncn1Cc1noc(-c2ccsc2)n1
→ 8, -4, ·
- CCOC(=O)CSc1ccc2nnc(-c3ccccn3)n2n1
→ -2, -8, -8
- CCc1nc2ccc(C(=O)N(C)Cc3ccccc3)cn2c1N(C)CCCc1ccccc1
→ 13, -5, -5
- Cn1c(Cl)cnc1CNc1ccc(Cl)cc1F
→ 4, -5, ·
- CCOC(=O)Cn1c(=O)c2c(nc3n2CCCCN3c2ccc(OCC)cc2)n(C)c1=O
→ -3, -10, ·
- COc1ccccc1C(CC(=O)NCCCN1CCOCC1)c1c[nH]c2ccccc12 (centres undefined)
→ -1, 1, 0
- CCC(NC(=O)c1n[nH]c(=O)c2ccccc12)c1ccc(Br)cc1 (centres undefined)
→ 2, -8, -6
- CCc1ccc(-c2nccn2-c2ccccc2CCO)o1
→ -8, 8, ·
- O=C(NC1CCC(O)CC1)c1cccnc1Sc1ccccc1 (centres undefined)
→ 0, -9, ·
- CCNC(=O)c1coc(CN(Cc2ccccc2F)CC2CC2)n1
→ 0, -8, -10
- CCCn1c(=O)c2ccccc2n(CC(=O)NCC(C)C)c1=O
→ -6, -8, -6
- O=C(NCCc1nc(-c2ccccc2)cs1)c1ccc(-n2cnnc2)cc1
→ 0, -9, ·
- CC(C)c1ccc(OCC2c3ccsc3CCN2C(=O)CN(Cc2ccco2)C(=O)Nc2cccc(Cl)c2)cc1 (centres undefined)
→ -2, -4, -5
- CCOCCn1c(=O)c2c(nc3n2CC(C)CN3c2ccc(F)cc2)n(C)c1=O (centres undefined)
→ 0, -8, ·
- CCOC(=O)Nc1ccc2c(c1)C(=O)N(CC)c1ccccc1O2
→ -1, -2, ·
- COc1cc(C(=O)N2C[C@H](O)[C@@H](N3CCOCC3)C2)ccn1
→ 9, -7, ·
- C#CCN=Cc1c(O)n(CC)c(=S)n(CC)c1=O
→ -6, -1, ·
- CC(C)(C)NC(=O)N(Cc1ccccc1OS(=O)(=O)c1ccc(F)cc1)CC1CCCO1 (centres undefined)
→ 3, -4, -3
- CCC(C)N(Cc1cccc(OS(=O)(=O)CC)c1)C(=O)Nc1ccccc1Br (centres undefined)
→ 0, 3, 0
- CCCc1ccc(-c2ccc(C(=O)Nc3nnc(SCC)s3)cc2)nc1
→ -1, -2, -5
- C#CCN(Cc1ccc(C)cc1)S(=O)(=O)c1ccccc1S(C)(=O)=O
→ 7, -6, ·
- O=C(NC1CCCc2ccccc21)C(C1CCCC1)N1CCN(C(=O)c2ccco2)CC1 (centres undefined)
→ -3, -4, -5
- CCOC(=O)C(=O)NCC1CCCN1S(=O)(=O)c1ccc(OC)cc1 (centres undefined)
→ 11, -4, ·
- CCCC(=O)Nc1cc(C)nn1-c1nc(-c2ccccc2)cs1
→ -5, -9, -10
- CC(Cn1cccn1)Nc1ccc(-c2nc(Cc3ccc(F)cc3)no2)cn1 (centres undefined)
→ 7, -12, -11
- Cc1cc(C)c(NC(=O)COc2cc(C)nc(N3CCC(C)CC3)n2)c(C)c1
→ -3, 0, 1
- CC(C)CN(CC(O)c1ccc(F)cc1)c1cc(-n2ccnc2)ncn1 (centres undefined)
→ -2, -8, ·
- COc1ccc(S(=O)(=O)c2cc3ccc(O)cc3oc2=O)cc1OC
→ 12, -7, -3
- CC1(C(=O)NS(=O)(=O)c2cccs2)CCN1C(=O)Cc1ccc(-c2ccccc2)cc1 (centres undefined)
→ -2, -8, ·
- CN(CCN1CCOCC1)Cc1nc(-c2ccc3c(c2)OCO3)no1
→ 16, -7, -8
- COc1ccc(CN2CCC(CO)(Cc3ccccc3)CC2)cc1Cn1cccn1
→ 12, -3, -6
- Nc1c(C(=O)C2CC2)oc2ccc(Br)cc12
→ 0, 8, 4
- Clc1cccc(OCOCOc2cccc(Cl)c2)c1
→ -2, -7, -3
- COc1ccccc1-c1[nH]nc2nccc(-c3ccsc3)c12
→ -1, 0, 4
- CSc1nc2sc3c(c2c(=O)n1C)CC(C)(C)OC3
→ 2, 14, ·
- Cc1cc2c(cc1Br)N(S(=O)(=O)c1ccc3[nH]c(=O)oc3c1)CC(C)O2 (centres undefined)
→ 7, -5, ·
- Cc1nc2nc(C(=O)N3CCC(C)CC3)[nH]n2c(=O)c1C
→ -14, 1, ·
- Cc1cc(C)cc(Oc2cnn(-c3cccc(Cl)c3)c(=O)c2Nc2cccc(C(=O)O)c2)c1
→ 12, -8, -6
- CC(NCc1cccc(Cl)c1)c1ccc(OCC(=O)NC2CC2)cc1 (centres undefined)
→ -4, -7, -14
- COCC(=O)Nc1ccc(N(C)C)c(CN(C(=O)C2CC2)C2CCCCC2)c1
→ -3, -3, -7
- O=C(c1cc([N+](=O)[O-])cc([N+](=O)[O-])c1)N1CCN(c2ccccn2)CC1
→ -2, 4, ·
- CCOC(=O)C1CCCN(C(=O)c2cc(Cn3nc(C)cc3C)[nH]n2)C1 (centres undefined)
→ 22, -6, ·
- CCOc1ccc(CC(=O)N2CCC(n3c(-c4ccccc4)nc4ccc(F)cc43)CC2)cc1
→ 15, 0, -4
- CC(C)n1cc(Br)cc1C(=O)N(C)S(=O)(=O)C(C)C
→ -3, -3, -11
- COc1cccc(CC(=O)N(Cc2ccccc2)[C@H]2CCN(C)C[C@@H](O)C2)c1
→ 5, 2, -5

The list goes on.
Each structure is followed by: NPYLR7 agonist, hcGAS inh, mcGAS lum
- CCOC(=O)CN1C(=O)c2ccccc2NC12CCNCC2
→ 12, -10, ·
- O=C(NCc1ccc2c(c1)OCO2)c1ccccc1NC(=O)C1CC(=O)N(C2CCCC2)C1 (centres undefined)
→ -13, 4, -1
- O=C(CCCn1nc(-c2ccco2)ccc1=O)NCCc1ccccc1
→ -1, -7, -8
- COc1ccc(/C=C2\SC(=S)N(c3cccc(F)c3)C2=O)cc1O
→ 0, -1, 0
- CC(NC(=O)c1cn(Cc2ccccc2F)nn1)c1ccccc1-n1cccn1 (centres undefined)
→ 12, -8, ·
- CCOC(=O)c1cc(C#N)c(SCC(=O)N2CCOCC2)nc1C
→ 4, -3, -5
- CCN1C(=O)NC2NC(=O)N(CC)C21 (centres undefined)
→ 3, 0, -4
- Cc1ccc(-n2nc(C(=O)NCc3cccnc3)c(=O)n(Cc3ccccc3F)c2=O)cc1C
→ 1, 0, -2
- O=S(=O)(Nc1cc(Sc2ncn[nH]2)c(O)c2ccccc12)c1ccc(Br)cc1
→ -5, -5, 44*
- CSc1nn(CC(=O)NCc2ccc3c(c2)OCO3)c(N)c1-c1nc(-c2ccccc2)no1
→ 6, -5, -8
- Nc1nc(N2CCOCC2)nc2c1C(C(=O)Nc1ccccc1)CC(=O)N2 (centres undefined)
→ -10, -4, ·
- COc1ccc(C(=O)NC(C(=O)NC(C)C(C)C)C2CCN(C(=O)c3ccccc3F)CC2)cc1 (centres undefined)
→ -7, -2, -3
- Fc1ccc(-c2csc(-c3ccccn3)n2)cc1F
→ 6, -7, -16
- CCn1cnn(CN(C)Cc2cc(Br)ccc2OC)c1=S
→ 15, -5, ·
- CC(CNC(=O)C1CCC(=O)NC1)c1c(Cl)cccc1Cl (centres undefined)
→ 4, -12, ·
- CCC(O)c1nc2ccccc2n1Cc1ccccc1 (centres undefined)
→ 0, -11, -7
- CCOc1ccccc1-c1nc(C(N)=O)c2[nH]c(=O)n(-c3ccc(C(C)(C)C)cc3)c2n1
→ 58, -6, -8
- CCCCC(=O)N(C)c1c(CC)nc2c(OCc3c(C)noc3C)cccn12
→ -3, -4, -3
- COc1cccc(-c2cc(CC(=O)N3c4ccccc4CC3C)no2)c1 (centres undefined)
→ 4, -7, -10
- CC1c2ccsc2CCN1Cn1ncn(C(C)C)c1=S (centres undefined)
→ 6, -4, ·
- O=C1CC2(CCN(C(=O)c3ccccc3OC(F)(F)C(F)F)CC2)CN1
→ 11, -8, ·
- Cc1ccc(C)c(OCCNC2CCCNC2)c1 (centres undefined)
→ -3, -6, ·
- Cc1cccc(N2CC(C(=O)Nc3ccc(N4CCCC4=O)c(Cl)c3)CC2=O)c1C (centres undefined)
→ 7, -2, -6
- CCOC(=O)c1cn[nH]c1S(=O)(=O)N1CCN(c2cccc(C)c2)C(C)C1 (centres undefined)
→ 1, -4, -8
- CNS(=O)(=O)c1ccc(CN2CCOC(CC3CCCCC3)C2)cc1 (centres undefined)
→ 9, -1, ·
- COCCN(Cc1ccc(C(C)(C)O)o1)Cc1cccs1
→ -3, -7, -7
- COc1cccc(CN2CCN(c3ccc(F)c(Cl)c3)C(=O)C2C)c1 (centres undefined)
→ 2, -4, -3
- O=C(/C=C/c1ccccc1)Nc1ccc2c(c1)N(C(=O)c1ccccc1)CCC2
→ -2, -5, ·
- C=CCCC(O)CN(Cc1ccccc1)Cc1nc2scc(-c3ccccc3OC)c2c(=O)[nH]1 (centres undefined)
→ 10, -8, -6
- CCn1c(SCC(=O)Nc2ccc(C)cc2)nc2c(-c3ccccc3)c[nH]c2c1=O
→ -1, -5, -8
- C=C(Cl)CNC(=O)Nc1cccc(NC(=O)CCC)c1
→ -1, 6, 2

Arranged by count of non-hydrogen atoms (highest first): three of the compounds above.
Each structure is followed by: NPYLR7 agonist, hcGAS inh, mcGAS lum
- Cc1ccc(-n2nc(C(=O)NCc3cccnc3)c(=O)n(Cc3ccccc3F)c2=O)cc1C
→ 1, 0, -2
- C#CCN(Cc1ccc(C)cc1)S(=O)(=O)c1ccccc1S(C)(=O)=O
→ 7, -6, ·
- COc1ccc(/C=C2\SC(=S)N(c3cccc(F)c3)C2=O)cc1O
→ 0, -1, 0

Screening results deposited in PubChem by Fisher Drug Discovery Resource Center.
